M18AAP inhibitor = blocks P. falciparum M18 aspartyl aminopeptidase; AID 1822; 1.2% of 290,000 active; inhibition, % at 7.35 µM; recombinant PfM18AAP, H-Glu-NHMec fluorogenic cleavage;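 active means inhibition above the campaign mean inhibition over all tested compounds plus 3 SD, cut at about 28% in these data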;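 further: 0% = plate median of test compound wells and 100% = 2 mM ZnCl2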
GPR7 antag = antagonists of human GPR7 (neuropeptides B/W receptor 1) | P48145 | GPR7-expressing cells, fluorescence antagonist assay | inhibition, % at 4.4 µM | 1.1% of 290,000 active; in the data active means inhibition above about 16%, passing the limit was not always enough;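 further: cells stimulated with the agonist NPW; 0% = agonist with vehicle and 100% = vehicle without agonist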
Target sequence (P48145 whole entry, looked up): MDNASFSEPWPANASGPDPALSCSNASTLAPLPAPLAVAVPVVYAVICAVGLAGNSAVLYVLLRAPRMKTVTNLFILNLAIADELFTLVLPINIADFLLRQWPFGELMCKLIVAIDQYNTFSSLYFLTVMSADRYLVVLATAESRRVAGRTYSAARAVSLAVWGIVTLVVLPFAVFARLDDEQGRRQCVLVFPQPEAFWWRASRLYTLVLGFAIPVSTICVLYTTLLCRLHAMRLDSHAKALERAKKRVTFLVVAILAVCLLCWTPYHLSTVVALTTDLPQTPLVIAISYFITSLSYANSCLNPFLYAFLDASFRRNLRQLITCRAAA
OXTR agonist = activates the human oxytocin receptor | AID 2435 | CHO-OTR cells, Fluo-8 calcium fluorescence; normalized: DMSO 0%, oxytocin 100% | 0.32% of 320,000 active | activation, % at 3 µM;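 active means activation above the mean of all tested compounds plus 3 SD, cutoff set per screening run, cut at about 20% in these data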;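 further: peak over basal fluorescence ratio from a 100 s FLIPR kinetic read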
Target sequence (P30559 whole entry, looked up): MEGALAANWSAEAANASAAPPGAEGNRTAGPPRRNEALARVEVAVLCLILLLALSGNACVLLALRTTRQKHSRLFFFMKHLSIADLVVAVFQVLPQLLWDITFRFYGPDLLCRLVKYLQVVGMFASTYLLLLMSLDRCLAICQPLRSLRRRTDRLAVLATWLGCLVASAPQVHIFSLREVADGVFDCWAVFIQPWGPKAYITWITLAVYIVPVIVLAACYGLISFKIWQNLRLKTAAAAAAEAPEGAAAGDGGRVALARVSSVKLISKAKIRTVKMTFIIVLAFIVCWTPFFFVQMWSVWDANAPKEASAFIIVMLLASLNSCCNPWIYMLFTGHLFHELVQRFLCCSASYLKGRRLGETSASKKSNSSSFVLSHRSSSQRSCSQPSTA
PHOSPHO1 block = inhibitors of human PHOSPHO1 phosphatase. AID 1565. recombinant PHOSPHO1, absorbance phosphatase assay. Q8TCT1. inhibition, % at 13.3 µM. 1.1% of 290,000 active; in the data active means inhibition above about 60%
Target sequence (Q8TCT1 whole entry, looked up): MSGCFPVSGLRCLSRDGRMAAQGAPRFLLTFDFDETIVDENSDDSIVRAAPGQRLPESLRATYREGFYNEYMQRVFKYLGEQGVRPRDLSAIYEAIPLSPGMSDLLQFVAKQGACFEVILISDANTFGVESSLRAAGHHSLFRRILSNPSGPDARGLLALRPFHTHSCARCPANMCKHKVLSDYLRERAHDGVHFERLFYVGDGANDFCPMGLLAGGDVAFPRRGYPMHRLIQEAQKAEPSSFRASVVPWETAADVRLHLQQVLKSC
MEKK2mut PB1 HTS = signal of MEK5 binding to mutant human MEKK2 PB1 domain; 0.35% of 290,000 active; percent response, % at 10 µM; AID 1530; bead flow cytometry, Alexa488-MEK5 binding to MEKK2 mutant; in the data active means percent response above about 24%, passing the limit was not always enough; further: inactives centre near 1; some results filed as inactive read as strong as hits; reference of the scale not given here
MEKK3 PB1 HTS = raises or lowers MEK5 binding to the human MEKK3 PB1 domain; Q99759; bead-based flow cytometry, Alexa488-MEK5 binding to MEKK3; actives lie on both sides; 0 = blocked by unlabeled MEK5, 100 = vehicle; binding response (% of control), % at 10 µM; 1.4% of 290,000 active; AID 1529;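 active means binding response more than 3 SD above or below the average of its plate-row segment, actives on both sides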;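 further: Alexa488 bead fluorescence after subtracting the streptavidin-only scavenger bead signal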
MEKK2 WT-MEK5 = raises or lowers MEK5 binding to wildtype human MEKK2 PB1 domain; bead flow cytometry, Alexa488-MEK5 binding to MEKK2 WT; actives lie on both sides; binding response (% of control), % at 10 µM; 1.1% of 290,000 active; in the data active means binding response below about 67% or above about 130%
NALP1 yeast inh = inhibitors of NALP1 inflammasome in yeast | S. cerevisiae NALP1/ASC/caspase-1 growth, X-gal OD620, 72 h | inhibition, % at 10 µM | 0.61% of 280,000 active | AID 2071; in the data active means inhibition mostly above about 24%, no sharp cut-off; inactive means mostly below about 32%; further: some compounds called inactive have numbers as strong as hits
DNA FID counter = counter-screen for HCV NS3 helicase inhibitors: DNA intercalator displacement. 0.17% of 290,000 active. DNA fluorescent intercalator displacement, fluorescence. AID 1845. inhibition, % at 7.9 µM; in the data active means inhibition above about 37%;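 further: 0% = vehicle and 100% = reference compound; higher means more ethidium bromide displaced from hairpin DNA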
An asterisk follows results filed as active; . = no result given.

The line under a structure holds: GPR7 antag | MEKK2mut PB1 HTS | MEKK2 WT-MEK5 | M18AAP inhibitor | PHOSPHO1 block | MEKK3 PB1 HTS | DNA FID counter | OXTR agonist | NALP1 yeast inh
- CCOc1ccccc1C(=O)N(CN1CCCC1=O)c1cccc(Cl)c1
  -12 | 0 | 99 | 2 | 18 | 100 | -17 | -0.6 | -7
- CC1Cc2ccccc2N1C(=O)CSc1nnnn1C (stereo unspecified)
  3 | -1 | 96 | 2 | 2 | 92 | 0 | 0.6 | -8
- Cc1n(Cc2ccccc2)c2ccccc2[n+]1Cc1ccccc1
  7 | 7 | 116 | 6 | 46 | 107 | 4 | 0.3 | 8
- O=C(CNC(=O)c1cnccn1)Nc1ccc(F)c(F)c1F
  -10 | . | . | 11 | 7 | . | 1 | 0.7 | 4
- Cc1cccc(NS(=O)(=O)c2cccc(C(=O)Nc3cccc(C(=O)O)c3)c2)c1
  -10 | 4 | 111 | 2 | 8 | 111 | -33 | -0.4 | 5
- COCc1cc(NCc2ccc(Cl)cc2)nc(C)n1
  14 | 3 | 104 | 3 | . | 103 | -3 | 0.6 | 4
- CCN(CC)C(=O)Cn1nc(-c2ccncc2)nc1SCC(=O)Nc1ccc(OC)cc1
  -3 | -8 | 95 | -1 | 32 | 103 | -21 | 0.7 | 11
- CCOc1ccc(NC(=O)CN(c2ccc(OCC)cc2)S(=O)(=O)c2c(C)[nH]c(=O)[nH]c2=O)cc1
  5 | -13 | 64 | -15 | 1 | 61 | -35 | -0.4 | 6
- CCCNC(=O)c1ccc(COc2ccc(C(C)(C)C)cc2)o1
  -4 | 8 | 105 | -6 | 46 | 104 | -31 | 6.3 | 24
- COc1ccc(C(=O)NCc2nnc(SCC(=O)NC3CCCCC3)n2C)cc1
  -6 | 2 | 99 | -14 | 20 | 103 | -14 | 1.3 | 25
- CCOc1ccc(C2C(C(=O)NC)=C(C)Nc3nc4ccccc4n32)cc1OC (stereo unspecified)
  -8 | 9 | 103 | -2 | . | 101 | -4 | -0.5 | .
- COCCN(C(=S)Nc1ccccc1OC)C1CCN(C(C)=O)CC1
  -5 | -1 | 97 | -6 | 2 | 94 | 3 | -1.1 | 10
- Cn1cnnc1SCCCN1C(=O)c2cccc3cccc(c23)C1=O
  -10 | -8 | 90 | 3 | 37 | 93 | -20 | -0.9 | 6
- CCOc1ccccc1N=Cc1c(O)n(C)c(=O)n(C)c1=O
  -16 | 0 | 99 | -2 | 27 | 101 | -6 | . | 20
- Fc1ccccc1CSc1ncnc2c1oc1ccccc12
  -8 | -8 | 80 | 0 | -4 | 75 | -2 | -0.4 | -13
- CCOC(=O)NC(=O)c1cn(C(CC)CO)c(=O)[nH]c1=O (stereo unspecified)
  8 | -1 | 97 | -3 | -11 | 102 | -1 | 0.2 | 23
- CC(C)(C)NC(=O)CSC(=Nc1ccc(F)cc1)NC#N
  -16 | 7 | 105 | -7 | 12 | 104 | -5 | 0.9 | 4
- CCC(C)(C(=O)NC1CCCC1)N(CC1CCCO1)C(=O)CNC(=O)c1ccccc1 (stereo unspecified)
  -8 | 6 | 105 | -2 | -1 | 104 | -19 | 1.0 | 11
- CCOC(=O)C1(Cc2cccc(F)c2)CCN(Cc2cnn(CC)c2C)CC1
  -11 | -10 | 100 | 1 | 6 | 105 | -1 | 0.9 | 2
- CCOC(=O)C1CCN(C(=O)c2c(-c3c(Cl)cccc3Cl)noc2C)CC1
  -14 | 3 | 103 | 3 | 7 | 103 | -25 | 0.2 | 1
- Nc1c(C(=O)O)ccc2c1C(=O)c1ccccc1C2=O
  23* | -6 | 83 | -6 | 7 | 79 | -8 | 0.9 | 5
- CCCCCOc1ccc(OC(=O)c2ccncc2)cc1
  27* | 6 | 112 | -9 | 42 | 110 | -2 | 0.8 | 6
- COc1ccc(NC2=NCC(=O)N2Cc2cccs2)cc1
  -11 | . | . | 2 | 42 | . | 3 | -0.9 | -6
- COCCC(=O)N1CCC(Oc2ccc(C(=O)N3CCCCC3COC)cc2)CC1 (stereo unspecified)
  -4 | 0 | 103 | 0 | 29 | 101 | -54 | -0.3 | 27
- CCOC(=O)Cc1cc(=O)n(-c2nc3ccccc3s2)[nH]1
  2 | 6 | 105 | 21 | 9 | 98 | -18 | 1.1 | -5
- S=C(NCCN1CCOCC1)Nc1ccc(Nc2ccccc2)cc1
  -12 | 2 | 106 | 4 | 41 | 103 | -1 | 4.4 | -7
- O=C(Nc1cccc(C(F)(F)F)c1)C(=O)N1CCCCC1
  -5 | -6 | 91 | 0 | -6 | 94 | -3 | -1.9 | -6
- COc1ccc(C(=O)NCC(=O)N/N=C/c2ccco2)cc1OC
  -10 | -9 | 97 | 44* | 20 | 99 | -6 | 0.0 | 27
- COc1ccc(CSc2nncn2C)cc1F
  -5 | -4 | 97 | -4 | 37 | 96 | 6 | -0.1 | -7
- CCOC(=O)Cc1csc(NC(=O)Nc2ccc(OC(F)(F)F)cc2)n1
  7 | -20 | 89 | -3 | 1 | 92 | -15 | 17 | 2
- O=C(N/N=C\c1cccc(Cl)c1)c1ccc(Cn2cccn2)o1
  -2 | 1 | 105 | -4 | 11 | 98 | -11 | -0.2 | 18
- C=CCCCCCCCCC(=O)N1CCN(c2cc3c(cc2F)c(=O)c(C(=O)O)cn3CC)CC1
  -9 | -1 | 97 | -13 | . | 100 | -6 | 0.6 | 19
- CN(C)CCCOc1ccc(Cl)cc1Br
  -9 | 7 | 101 | 11 | 27 | 100 | 9 | 4.3 | 7
- CCSc1nnc(-c2ccccc2SC)o1
  -10 | -1 | 108 | -4 | 24 | 106 | -14 | -1.6 | 16
- NC(=O)Cc1ccc(C(=O)c2ccc(F)cc2)s1
  -6 | -2 | 99 | 5 | -32 | 117 | 3 | 0.9 | -1
- Cn1c(=O)c2sccc2n2c(CCCC(=O)Nc3ccccc3)nnc12
  -2 | 4 | 100 | -1 | 13 | 101 | -6 | -1.6 | 2
- COc1ccc(C(=O)Nc2ccc(C(=O)NCCc3ccc(OC)c(OC)c3)cc2)cc1
  2 | -10 | 90 | 1 | 28 | 89 | -11 | -0.4 | 3
- O=C(CN1C(=O)CCSc2ccccc21)Nc1cccc(F)c1
  2 | 2 | 100 | -18 | -38 | 95 | -13 | 0.4 | -1
- CC(C)NC(=O)CC(=O)N/N=C/c1ccccc1F
  0 | 1 | 100 | -8 | -1 | 99 | -6 | -1.1 | 6
- Cc1ccc([N+](=O)[O-])cc1NC(=O)CNC1CCCCC1
  14 | 2 | 104 | 17 | 3 | 103 | 3 | -0.9 | 5
- CC1CCCC(C)N1CCCNC(=O)CCn1c(=O)c2cccn2c2cccnc21 (stereo unspecified)
  -7 | 1 | 98 | 6 | 24 | 94 | -1 | -0.1 | 6
- O=C(Nc1ccccc1)c1nnsc1S(=O)c1ccc(Cl)cc1 (stereo unspecified)
  4 | -8 | 90 | -114 | 93* | 92 | -4 | 17 | -1
- COc1cccc(/C=N/NC(=O)c2ccc(CN3c4cccc5cccc(c45)S3(=O)=O)cc2)c1
  -11 | -1 | 107 | -3 | -6 | 102 | -14 | 1.9 | 27
- COC(=O)C1C(c2ccc(OC)c(OC)c2)NC(c2ccc(OC)c(OC)c2)C(C(=O)OC)S1(=O)=O (stereo unspecified)
  10 | 3 | 98 | -8 | 1 | 99 | -2 | 0.1 | -51
- COc1ccc(NS(=O)(=O)c2ccc(NC(=S)NC(=O)c3ccc(Br)cc3)cc2)nn1
  -11 | -2 | 100 | 15 | -12 | 103 | -38 | -0.2 | 18
- C=CCn1c(SCC(=O)N2CCCCC2)nc(O)cc1=O
  -6 | -3 | 95 | 2 | 6 | 88 | -14 | 1.5 | 20
- Cc1ccc(NC(=O)CCC(=O)NNC(=O)c2cccc([N+](=O)[O-])c2)cc1C
  -7 | 9 | 104 | -6 | -4 | 104 | 0 | 0.2 | 33
- O=C(NCc1ccccc1Cl)c1cccc(C(F)(F)F)c1
  0 | 10 | 98 | 1 | 3 | 91 | -10 | -2.9 | 25
- O=C1N/C(=C/c2cccs2)C(=O)N1Cc1ccc(Br)cc1
  0 | -4 | 96 | -9 | -5 | 101 | 4 | 0.6 | -3
- CCOC(=O)c1cnn2c(C(F)(F)F)cc(-c3cn(C)nc3C)nc12
  -8 | 5 | 107 | 4 | -3 | 97 | -23 | -0.4 | -4

2 consecutive compounds from above:
The line under a structure holds: GPR7 antag | MEKK2mut PB1 HTS | MEKK2 WT-MEK5 | M18AAP inhibitor | PHOSPHO1 block | MEKK3 PB1 HTS | DNA FID counter | OXTR agonist | NALP1 yeast inh
- O=C1N/C(=C/c2cccs2)C(=O)N1Cc1ccc(Br)cc1
  0 | -4 | 96 | -9 | -5 | 101 | 4 | 0.6 | -3
- CCOC(=O)c1cnn2c(C(F)(F)F)cc(-c3cn(C)nc3C)nc12
  -8 | 5 | 107 | 4 | -3 | 97 | -23 | -0.4 | -4

Next section:
The line under a structure holds: GPR7 antag | MEKK2mut PB1 HTS | MEKK2 WT-MEK5 | M18AAP inhibitor | PHOSPHO1 block | MEKK3 PB1 HTS | DNA FID counter | OXTR agonist | NALP1 yeast inh
- Cc1cccc(N2CCN(C(=O)COc3ccc4c(c3)CCC4)CC2)c1C
  -4 | 11 | 93 | -7 | -26 | 106 | -21 | -2.2 | 31
- Cc1ccc2nc(NC(=O)CN3CCN(c4ccccn4)CC3)sc2c1
  -4 | 6 | 105 | 2 | 27 | 103 | -22 | 2.9 | 16
- CC1CCCCC1NC(=O)c1cc2ccccc2o1 (stereo unspecified)
  -4 | -2 | 95 | -6 | -15 | 96 | -8 | -3.0 | 29
- C=CCn1c(=O)c2ccc(C(=O)NCc3ccccc3)cc2n(Cc2ccccc2Cl)c1=O
  3 | 0 | 104 | 1 | -9 | 105 | -1 | -1.9 | 53
- CCN(CC)CCN1C(=O)C(O)=C(C(=O)c2cc3ccccc3o2)C1c1cccnc1 (stereo unspecified)
  -2 | 4 | 100 | -10 | -10 | 100 | 5 | 0.9 | 8
- O=C(CCC(=O)Nc1cccc([N+](=O)[O-])c1)N/N=C/c1cccs1
  18 | -3 | 100 | -11 | 26 | 100 | 6 | . | 16
- O=C(NCc1cccc(F)c1)C1CCC(=O)N(CCCN2CCOCC2)C1 (stereo unspecified)
  -1 | 12 | 111 | -5 | 23 | 106 | -4 | 0.1 | -3
- CCN1C(=O)C2CCCCN2c2ccc(C(=O)NCCOC)cc21 (stereo unspecified)
  -6 | 4 | 108 | 4 | . | 104 | -12 | 0.5 | 17
- CCN1CCC2(CCN(C(=O)c3cc(COc4cc(C)ccc4C)on3)C2)C1 (stereo unspecified)
  3 | 20 | 129 | -7 | 28 | 105 | 0 | 1.3 | 15
- COc1ccc(C(C(=O)Nc2ccc(F)cc2)N(C(=O)Cn2nnc3ccccc32)C2CC2)cc1 (stereo unspecified)
  -3 | . | . | 0 | 44 | . | -11 | 0.4 | 9
- CCOC(=O)c1cc(-c2ccc(Cl)s2)[nH]n1
  -12 | -21 | 62 | -2 | 10 | 62 | -10 | -2.7 | 44*
- COc1ccc(NC(=O)Cn2nnc(C(=O)Nc3ccc(F)c(Cl)c3)c2N)cc1OC
  -7 | 3 | 105 | -3 | 26 | 103 | -7 | 0.0 | 15
- CCN(CC)S(=O)(=O)c1ccc(N2CCOCC2)c(NC(=O)c2cccc3ccccc23)c1
  -3 | -1 | 101 | -3 | -4 | 91 | -3 | 5.1 | 19
- COc1ccc(N2CCN(C(=O)CN3C(=O)c4ccccc4S3(=O)=O)CC2)cc1
  -5 | 3 | 114 | 2 | -18 | 107 | -4 | 2.3 | 4
- COc1cc(S(=O)(=O)Nc2cccnc2)ccc1Cl
  1 | -1 | 101 | 2 | 29 | 100 | -5 | 0.3 | -1

Screens deposited in PubChem BioAssay by several laboratories.
